Screening data from PubChem.
IL-2 act: activates IL-2 in a cell-based reporter assay; IL-2 activation reporter assay, cell-based qHTS; stimulated with anti-CD3/CD4/CD28 beads; in transgenic mouse T cells; activation, % (series mostly up to about 46 µM); hit rate 0.065% among 360,000; AID 652025; in the data active means activation above about 50%; inconclusive means mostly about 30% to 49%; further: 0% is about no effect
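Unstimulated transgenic mouse T cells preincubated 60 min with compound, then stimulated with anti-CD3/anti-CD4-coated beads plus anti-CD28 for 18 h at 37 degrees C. IL-2 response read as EGFP and DsRed fluorescence by plate cytometry.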
HepG2 viability: kills HepG2 cells in TGF-b inhibitor counter-screen. HepG2 CAGA-GFP viability, ATP luminescence, 18 h. Potency, µM (series often up to 46.1 µM), inactives show at the top dose activity change, negative = cytotoxicity, actives largely listed as cytotoxic. hit rate 0.76% among 410,000. AID 588856; further: potency means the concentration at half of the fitted maximal effect; some results filed as inactive show a strong effect at the top dose
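CellTiter-Glo luminescence gave cytotoxicity after 18 hours at 37 degrees C. The cells were HepG2 CAGA-GFP in 1% FBS DMEM, stimulated with 500 pg/mL TGF-beta after compound addition. %Activity was normalised to no-cell wells (complete cell-killing) and DMSO (no toxicity), and curves were fitted and classified.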
EPAC2 agonist: agonists of human EPAC2 (RAPGEF4); Q8WZA2; EPAC2 activation, biochemical qHTS; response scale: 100% = 6.5 mM cAMP response; Potency, µM (titrated, usually from 154 µM), without a hit: top-dose activation, actives largely listed as activators; hit rate 0.079% among 360,000; AID 720711; further: potency means the concentration at half of the fitted maximal effect; nearly all actives have a fitted effect of over 50% in size
Target sequence (Q8WZA2 whole entry, looked up): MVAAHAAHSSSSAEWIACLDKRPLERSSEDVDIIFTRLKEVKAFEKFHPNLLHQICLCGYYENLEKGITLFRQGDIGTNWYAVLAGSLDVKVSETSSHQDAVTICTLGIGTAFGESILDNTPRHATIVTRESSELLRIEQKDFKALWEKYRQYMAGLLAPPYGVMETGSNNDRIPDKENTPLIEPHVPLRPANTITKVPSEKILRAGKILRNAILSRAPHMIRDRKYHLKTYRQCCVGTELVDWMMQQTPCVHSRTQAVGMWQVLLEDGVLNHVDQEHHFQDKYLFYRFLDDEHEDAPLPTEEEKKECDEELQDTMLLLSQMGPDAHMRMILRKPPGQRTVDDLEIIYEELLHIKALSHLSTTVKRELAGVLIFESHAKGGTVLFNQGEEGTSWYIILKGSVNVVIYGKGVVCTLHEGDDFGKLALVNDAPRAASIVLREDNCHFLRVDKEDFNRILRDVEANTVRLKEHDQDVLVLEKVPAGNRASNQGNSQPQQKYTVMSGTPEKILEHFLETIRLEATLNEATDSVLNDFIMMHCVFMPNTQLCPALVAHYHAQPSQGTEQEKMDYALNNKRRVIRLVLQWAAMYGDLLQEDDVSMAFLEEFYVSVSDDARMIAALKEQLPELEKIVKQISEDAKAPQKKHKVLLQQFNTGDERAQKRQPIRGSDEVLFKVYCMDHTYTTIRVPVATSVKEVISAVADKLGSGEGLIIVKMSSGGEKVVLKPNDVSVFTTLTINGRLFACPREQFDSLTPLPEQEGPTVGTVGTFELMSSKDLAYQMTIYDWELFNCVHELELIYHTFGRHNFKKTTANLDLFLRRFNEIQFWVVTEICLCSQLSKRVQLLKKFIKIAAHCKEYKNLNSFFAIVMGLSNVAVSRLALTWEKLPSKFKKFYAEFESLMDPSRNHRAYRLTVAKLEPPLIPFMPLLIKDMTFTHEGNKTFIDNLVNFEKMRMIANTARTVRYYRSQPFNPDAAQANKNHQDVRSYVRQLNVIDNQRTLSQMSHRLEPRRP
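Fluorescence exchange assay: 100 nM EPAC2 with 250 nM RAP1B-BODIPY-GDP and 50 uM GDP; compounds tested as a concentration-titration series (qHTS). Loss of Rap1-bound BODIPY-GDP fluorescence read at 480/540 nm; data normalized to 6.5 mM cAMP.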
ATXN2 expr inh: inhibitors of ATXN2 expression; HEK-293 ATXN2-luciferase reporter, luminescence, 24 h; Potency, µM (titrated, usually from 57 µM), without a hit: top-dose activity change, negative = inhibition, hits mostly inhibitors; hit rate 0.72% among 360,000; further: potency means the concentration at half of the fitted maximal effect; on the % scale 0 is the no-effect control and ±100 the full control effect; nearly all actives have a fitted effect of over 55% in size
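ATXN2-luciferase reporter cells (luciferase flanked by upstream and downstream ATXN2 gene portions) were treated 24 h at 37 °C with compounds at up to 57 uM. SteadyGlo luminescence gave expression; GF-AFC fluorescence gave viability.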
TGFb SMAD3 inh: inhibitors of TGF-b signaling | AID 588855 | hit rate 1.2% among 410,000 | Potency, µM (top dose mostly 46.1 µM), without a hit: at the top dose activity, negative = inhibition, actives largely listed as inhibitors | HepG2 CAGA-GFP TGF-b/SMAD3 reporter, GFP fluorescence, 18 h; TGF-beta stimulated, 500 pg/mL final; further: potency means the concentration at half of the fitted maximal effect; on the % scale 0 is the no-effect control and ±100 the full control effect; nearly all actives have a fitted effect of over 65% in size
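TGF-beta reporter screen: HEPG2 CAGA-GFP, 1% FBS, 500 pg/mL TGF-beta final, 18 h; per-cell GFP summed per well; curves fitted and categorized by class.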
A549 tox: counter-screen for Nrf2 inhibitors: cytotoxicity in A549 cells; hit rate 0.16% among 390,000; Potency, µM (top dose mostly 46 µM), for the others: at the top dose activity change, negative = cytotoxicity, hits mostly inhibitors; A549 ARE-Fluc cells, CellTiter-Fluor viability, 18-24 h; further: potency means the concentration at half of the fitted maximal effect; on the % scale 0 is the no-effect control and ±100 the full control effect
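Cytotoxicity counterscreen: CellTiter-Fluor fluorescence was measured in A549 ARE_Fluc cells after 18-24 h of compound exposure in a concentration series. The subsequent BugLite luminescent read reports ARE-luciferase activity.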
Nrf2 block: inhibitors of Nrf2 signaling; A549 ARE-Fluc reporter, luciferase luminescence, 18-24 h; Potency, µM (top dose mostly 46 µM), inactives show at the highest dose activity change, negative = inhibition, most hits filed as inhibitors; hit rate 2.1% among 360,000; further: potency means the concentration at half of the fitted maximal effect; on the % scale 0 is the no-effect control and ±100 the full control effect; nearly all actives have a fitted effect of over 60% in size
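A549 ARE_Fluc cells (5000/well, 5% FBS OPTI-MEM) pre-incubated 2 h, then treated with compounds 18-24 h at 37C/5% CO2 in concentration-response. CellTiter-Fluor viability read first; BugLite luciferase luminescence after 15 min at room temperature gives Nrf2 activity.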
Nrf2 ARE act: activates Nrf2 signaling; hit rate 0.31% among 410,000; AREc32 ARE-luciferase reporter (MCF7-derived line), luminescence, 24 h; Potency, µM (highest dose often 46.1 µM), for the others: at the top dose activation, usual class: activators; further: potency means the concentration at half of the fitted maximal effect; % of control where 0% means no effect; nearly all actives have a fitted effect of over 65% in size
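AREc32 cells carrying an ARE-driven firefly luciferase reporter were seeded at 1000 cells/well in OPTI-MEM with 5% FBS, then exposed to compound for 24 hr at 37 deg C. Luminescence was read with Steady-Glo after 30 min at RT.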
ATXN viability: viability counter-screen for ATXN expression inhibitors | S2 cells (HEK-293 line with an ATXN2-luciferase reporter) viability, CellTiter-Fluor protease fluorescence, 24 h | Potency, µM (top dose mostly 56.7 µM), actives largely listed as cytotoxic | hit rate 0.49% among 400,000 | AID 651635; further: potency means the concentration at half of the fitted maximal effect; nearly all actives have a fitted effect of over 40% in size
Active calls of the source: *; i = inactive; u = inconclusive; x = no result given; & = joins results of further samples; [ ] = remark or other dose. Unless noted, the call rests on the fitted dose curve; in most records, active means well fitted curve in the direction sought with a large enough effect; inconclusive means small, poorly fitted or top-dose-only effect, or another doubt; inactive means no such curve, though single readings can be large; an effect the other way counts as inactive or inconclusive.

SMILES	IL-2 act	HepG2 viability	EPAC2 agonist	ATXN2 expr inh	TGFb SMAD3 inh	A549 tox	Nrf2 block	Nrf2 ARE act	ATXN viability
CC(=O)c1cccc(Nc2nc(-c3ccccc3)nc3ccccc23)c1	-1.3	2.6%	1.0%	-9.2%	-4.1%	-8.4%	u	-0.1%	x
CCc1ccccc1Nc1nc(N)nc(CSc2nnnn2C)n1	-1.6	-4.2%	-6.9%	8.4%[11.3 µM]	-0.2%	-8.6%	5.4%	2.6%	i
COc1ccc2cc(C(=O)N3CCC(Cc4ccccc4)CC3)[nH]c2c1	2.1	-12.6%	9.7%	x	-1.6%	-24.5%	-18.0%	0.6%	i
Cc1ccccc1OCc1nnc(SCC(=O)NC2CCCCC2)o1	0.6	7.3%	3.8%	1.6%	10.2%	1.5%	0.9%	-1.2%	i
Cc1ccc(/C=N/n2c(=O)c(C(C)(C)C)nn3cnnc23)cc1	-0.4	-7.5%	-5.9%	-3.7%	-12.9%	-1.3%	13.0%	0.3%	i
CCCCn1c(=O)[nH]c2c(oc3ccccc32)c1=O	-1.2	3.7%	2.3%	12.3%	-2.0%	3.1%	13.3%	0.0%	i
CCCN1CCN(CCNC(=O)Nc2cc(OC)cc(OC)c2)CC1	x	-17.6%	x	-0.7%	-32.7%	8.5%	-0.1%	-0.7%	u
O=C(COC(=O)Cc1cccc(C(F)(F)F)c1)Nc1cccc2ccccc12	0.6	2.9%	-19.5%	-4.7%	10.1%	-1.2%	10.2%	-0.3%	u
CN(C)c1ccc(C(C(=O)NCC2CCCO2)N(Cc2ccccc2)C(=O)c2snc(C(N)=O)c2N)cc1 (stereo not drawn)	4.5	-17.6%	6.1%	0.2%	u	-12.2%	u	2.4%	i
COc1ccc(S(=O)(=O)N2CCCCC2)cc1NC(=O)c1ccc(OC)c(OC)c1	-0.2	-1.2%	1.4%	2.2%	0.5%	1.9%	-3.4%	2.6%	i
CC(C)CCn1c(Cl)nc2c1c(=O)n(C)c(=O)n2C	8.0	-19.3%	1.8%	-11.8%	-3.5%	x	u	0.8%	u
CN(C)c1ccc(CN(C(=O)COc2ccccc2)C2CCS(=O)(=O)C2)cc1 (stereo not drawn)	-0.9	-1.7%	15.3%	3.3%	-17.6%	x	13.4%	1.2%	i
O=C(NCc1cccnc1)c1ccccc1[N+](=O)[O-]	0.8	-14.9%	5.6%	x	-11.7%	17.2%	16.5%	-0.1%	i
Cc1cccc(NC(=O)c2nc[nH]c2C(=O)NCCCNC(=O)c2[nH]cnc2C(=O)Nc2cccc(C)c2)c1	0.5	-5.7%	-8.8%	12.2%	1.8%	5.3%	6.1%	-0.6%	i
CCOC(=O)c1c(NC(=O)c2cccs2)sc2c1CCCC2	0.6	-1.1%	7.4%	5.8%	8.9%	u	-7.4%	-0.6%	i
COCCNC(=O)Cn1ncc2c(C)n(Cc3ccc(C)cc3)c(C)c2c1=O	x	-6.6%	x	x	-1.4%	1.9%	4.9%	0.7%	x
COc1cc2c(cc1OC)C(C(=O)NCCN(C)C)C(c1cccs1)N(C)C2=O (stereo not drawn)	-0.5	7.1%	1.4%	-6.2%	-0.1%	3.1%	4.1%	0.6%	i
CC(C)(C)c1ccc(C(=O)Nc2nnc(SCC(=O)NCC3CCCO3)s2)cc1 (stereo not drawn)	-3.7	-7.5%	-7.7%	15.8µM*	-2.9%	-10.2%	10.3µM*	-0.3%	i
O=C(Nc1ccccc1C(F)(F)F)N1CCN(c2ccc3nnc(-c4ccc(F)cc4)n3n2)CC1	-1.8	-23.1%&-17.9%	-4.6%	u	u	3.3%&-9.9%	u	-0.2%&0.1%	u
CCOC(=O)N1CCC(NC(=O)c2cc(C(=O)Nc3ccc(OC)c(OC)c3)ccc2CO)CC1	-2.7	3.6%	6.4%	-8.3%	-10.0%	-0.2%	13.1%	-0.5%	i
CCCCCOc1ccc(/C=c2\sc3nc(=O)c(-c4ccccc4)nn3c2=O)cc1OC	3.3	-11.0%	13.5%	-10.2%	-12.5%	-1.3%	12.0%	0.0%	i
COc1cccc(-n2c(C)n[nH]c2=O)c1	-1.3	12.7%	-3.1%	0.9%	0.0%	-22.1%	3.9%	0.3%	i
COc1ccc(OCC(=O)N/N=C(/C)Cc2ccccc2)cc1	-1.3	2.0%	15.6%	3.2%	0.2%	0.1%	9.5%	0.4%	i
CC(OC(=O)c1ccc2ccccc2n1)C(=O)Nc1ccc(N2CCOCC2)cc1 (stereo not drawn)	1.6	1.9%	-2.3%	-9.3%	14.2%	-11.8%	27.4%	2.3%	i
COc1ccc(CCC(=O)OCC(=O)Nc2sccc2C(N)=O)cc1	1.2	-28.1%	2.8%	-1.0%	0.3%	1.1%	3.8%	-1.1%	i
Going on with the list.
SMILES	IL-2 act	HepG2 viability	EPAC2 agonist	ATXN2 expr inh	TGFb SMAD3 inh	A549 tox	Nrf2 block	Nrf2 ARE act	ATXN viability
Cc1ccc(C2C3=C(CCCC3=O)Nc3nc(SCC(=O)NCc4ccco4)[nH]c(=O)c32)cc1 (stereo not drawn)	-0.1	-1.4%	-1.8%	-13.7%	2.1%	-5.3%	1.4%	0.3%	u
CCOc1ccc(-c2cn3c(n2)sc2cc(C(=O)N4CCCC(C)C4)ccc23)cc1 (stereo not drawn)	x	-0.3%	x	x	-4.7%	0.1%	9.6%	0.5%	x
CCc1ccc(NC(=S)N(CCCN2CCOCC2)Cc2ccccn2)cc1	-1.8	-34.0%	-4.9%	-2.4%	-28.5%	-5.6%	2.9%	2.0%	i
O=C(Nc1ccccc1C(=O)N1CCOCC1)C1CCC(=O)N1C1CCCC1 (stereo not drawn)	1.0	2.5%	-4.5%	1.5%	-3.6%	-9.1%	11.0%	-0.1%	i
O=C(CN1C(=O)/C(=C/c2ccccc2Cl)SC1=S)NC1C=CS(=O)(=O)C1 (stereo not drawn)	-1.5	-9.7%	-9.1%	12.3%	5.9%	-0.3%	0.6%	u	i
COc1cccc(-c2ncc3ccccc3c2COC(=O)N2CCOCC2)c1	0.2	-10.0%	3.4%	2.8%	21.3%	-9.9%	-7.7%	0.8%	u
CCC(Oc1ccccc1)C(=O)O/N=C(\N)c1ccc(OC)c(OC)c1 (stereo not drawn)	-2.1	-24.0%	15.1%	3.4%	-12.2%	7.0%	-17.6%	0.4%	i
O=S(=O)(Nc1cccc(-n2cnnn2)c1)c1ccc(Cl)cc1	-1.2	-6.4%	-0.6%	-9.0%	0.6%	-2.3%	3.1%	7.8%	i
Nc1ccc2nc(CCc3ccccc3)[nH]c2c1	-0.3	-6.1%	5.0%	29.3%	-0.3%	-1.0%	u	4.4%	u
COc1ccccc1CNC(=O)CCC1N=C2c3ccccc3N=C(SCC(=O)NCCc3ccc(OC)c(OC)c3)N2C1=O (stereo not drawn)	x	-34.4%	x	x	-6.3%	-15.1%	x	5.4%	x
Oc1cccc(-c2nc3ccc4ccccc4c3c3c2CCC3)c1	0.1	-98.0%	5.3%	74.2%[activator]	u	-4.4%	20.0%	10.9%	i
O=C(O)c1ccccc1/C=N/NC(=S)NCc1ccccc1	-4.0	4.2%	9.0%	-4.4%	-3.4%	-1.1%	10.4%	-0.7%	i
OC(COCC1COc2ccccc2O1)CN1CCN(c2ccccn2)CC1 (stereo not drawn)	0.2&-0.4	0.6%&7.1%	3.9%&9.3%	-17.6%&-7.6%	-6.1%&15.0%	1.0%&0.8%	-7.4%	0.6%&0.1%	i
O=C(CSc1ccc2ccccc2c1)Nc1ncccn1	-0.5	-1.6%	4.7%	6.0%	0.0%	12.4%	5.7%	-0.6%[9.22 µM]	i
CCOC(=O)C1=C(N)n2c(s/c(=C\c3cccnc3)c2=O)=C(C(=O)OC)C1c1cccnc1 (stereo not drawn)	2.6	31.4%	-3.4%	-8.6%	7.0%	-4.0%	2.3%	-0.9%	i
CC1CC(C)(C)NC(=S)N1CCCC(=O)Nc1ccc(F)c(F)c1 (stereo not drawn)	2.2	-2.6%	0.8%	0.4%	2.3%	1.3%	-8.5%	-0.1%	i
Cn1nccc1NC(=O)Nc1cccc([N+](=O)[O-])c1	0.0	-10.3%	4.1%	-28.1%	-12.1%	-0.7%	u	4.6%	i
Cc1ccc(C(=O)NCC(=O)Nc2ccc(S(=O)(=O)Nc3cc(C)nc(C)n3)cc2)cc1	1.2	1.3%	8.0%	4.7%	-3.3%	6.7%	-12.0%	-0.8%	i
Cc1csc2nc(COC(=O)c3cccc(NC(=O)c4cccc(Cl)c4)c3)cc(=O)n12	x	-3.3%	x	x	2.7%	4.8%	x	2.4%	x
O=C(NCCc1ccc(Cl)cc1)C1CCN(S(=O)(=O)N2CCCC2)CC1	-1.6	-1.9%	9.5%	-0.5%	1.0%	-0.3%	6.9%	0.4%	i
COc1ccc(Cn2nnc3c(C)n[nH]c(=O)c32)cc1	-0.2	0.5%	5.3%	1.4%	0.0%	-5.0%	-6.8%	6.6%	i
O=C(CN1CCOCC1)N1c2ccccc2Sc2ccccc21	-1.8	-0.2%	-1.9%	2.6%	4.1%	-1.5%	3.8%	0.4%	i
Cc1cc2occ(CC(=O)N(CCC(C)C)c3c(N)n(Cc4ccccc4)c(=O)[nH]c3=O)c2cc1C	0.3	-37.5%	-11.4%	-4.3%	-0.5%	-4.3%	u	-0.2%	i

Copied from the list.
Nrf2 ARE act, Cc1csc2nc(COC(=O)c3cccc(NC(=O)c4cccc(Cl)c4)c3)cc(=O)n12 : 2.4%
EPAC2 agonist, Nc1ccc2nc(CCc3ccccc3)[nH]c2c1 : 5.0%
